Screens as filed in PubChem BioAssay.
ELG1 genotoxic = induces genotoxicity in HEK293T cells with luciferase-tagged ELG1; HEK293T ELG1-luciferase reporter, luminescence, 16 h; Potency, µM (highest dose often 46 µM), for the others: at the highest dose activity change, positive = activation, usual class: activators; 330,000 compounds, 1.3% hits; further: % of control where 0% means no effect; nearly all actives have a fitted effect of over 60% in size
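HEK293T cells expressing luciferase-tagged ELG1 were treated with compound or DMSO for 16 hr at 37°C. Luciferase activity was then read after 30 min with ONE-Glo at room temperature; rising signal flags genetic stress.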
RORgamma inh = blocks mouse ROR gamma transcriptional activity. P51450. Drosophila S2 Gal4-RORgamma UAS-luciferase reporter, 20 h. Potency, µM (titrated, usually from 53.6 µM), without a hit: top-dose activity change, negative = inhibition, actives largely listed as inhibitors. AID 2551. 310,000 compounds, 5.4% hits; further: on the % scale 0 is the no-effect control and ±100 the full control effect; nearly all actives have a fitted effect of over 60% in size
Target sequence (P51450 whole entry, looked up, the tested form may be a part): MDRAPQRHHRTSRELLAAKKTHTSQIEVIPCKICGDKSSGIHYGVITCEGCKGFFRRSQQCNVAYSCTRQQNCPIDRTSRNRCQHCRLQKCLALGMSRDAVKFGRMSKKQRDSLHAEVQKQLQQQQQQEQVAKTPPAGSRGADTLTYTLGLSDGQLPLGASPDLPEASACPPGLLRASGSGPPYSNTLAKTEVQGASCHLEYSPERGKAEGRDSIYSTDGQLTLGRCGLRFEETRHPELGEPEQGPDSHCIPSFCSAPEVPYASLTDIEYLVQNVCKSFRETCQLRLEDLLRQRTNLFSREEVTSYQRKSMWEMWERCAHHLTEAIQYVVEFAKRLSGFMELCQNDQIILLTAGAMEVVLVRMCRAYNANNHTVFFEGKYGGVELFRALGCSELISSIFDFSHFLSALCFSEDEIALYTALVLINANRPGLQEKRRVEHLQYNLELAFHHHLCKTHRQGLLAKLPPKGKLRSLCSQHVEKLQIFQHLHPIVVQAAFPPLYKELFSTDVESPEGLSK
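In this cell-based reporter format, copper sulfate (700 uM final) drives Gal4–ROR gamma fusion expression from a metallothionein promoter in Drosophila Schneider cells; compounds preincubated 1 hr, reporter read after 20 hr at ambient temperature.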
Rab9 prom act = Rab9 promoter activation; Potency, µM (highest dose often 9.22 µM), for inactives: top-dose activation, negative = inhibition, actives largely listed as activators; Huh7 Rab9 promoter-luciferase reporter, luminescence, 24 h; 320,000 compounds, 2.8% hits; further: % of control where 0% means no effect; nearly all actives have a fitted effect of over 60% in size
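Quantitative HTS format; Huh7 Rab9-luciferase reporter cells (1500/well) receive compound 2 h post-plating, incubate 24 h at 37 °C, then get luciferase reagent for 10 min before luminescence reading.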
BRCA1 expr up = increases BRCA1 expression | MCF7-BRCA1-FFLuc reporter, luminescence, 48 h; response scale: scaled: vehicle 0%, 10 µM genistein 100% | Potency, µM (top dose mostly 46.1 µM), without a hit: at the highest dose activation, hits mostly activators | 380,000 compounds, 1.1% hits; further: nearly all actives have a fitted effect of over 80% in size; some results filed as inactive show a strong effect at the top dose
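First, MCF7-BRCA1-FFLuc cells (2000/well) attach for 2 h; next, compounds are pin-added and incubated 48 h at 37 °C; finally, luciferase reagent is added and luminescence read after 15 min.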
p53 reactivator = re-activators of mutant p53; H1299 p53-A138V BP100-luciferase reporter, luminescence, 24 h; Potency, µM (doses to about 92.2 µM), for inactives: at the highest dose activity change, positive = activation, actives largely listed as activators; 320,000 compounds, 0.063% hits; AID 504706; further: % of control where 0% means no effect; nearly all actives have a fitted effect of over 45% in size
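H1299 (p53-null), stable ts p53-A138V + BP100-Luc; 1000 cells/well, Opti-MEM/10% FBS; cpd 4 pt, 1:5; 24 h, 37 deg C, 5% CO2; detection reagent 10 min RT; luminescence.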
FLuc counter = firefly luciferase modulation, counter-screen for miR-21 project; purified FLuc, Km substrates, luminescence inhibition; Potency, µM (doses to about 57.5 µM), inactives show at the top dose activity change, negative = inhibition, hits mostly inhibitors; 360,000 compounds, 6.9% hits; AID 588342;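 further: plate controls were vehicle for no effect and reference inhibitor for full effect; nearly all actives have a fitted effect of over 55% in size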
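Biochemical qHTS of compounds, final roughly 60 µM downward over six points, against 10 nM purified firefly luciferase using Km concentrations of substrates (10 uM D-luciferin, 10 uM ATP) in Tris acetate pH 7.5 buffer; luminescence output.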
MBNL1 CUG block = MBNL1-poly(CUG) RNA binding inhibition; Potency, µM (series often up to 57.5 µM), inactives show top-dose activity change, negative = inhibition, actives largely listed as inhibitors; TR-FRET MBNL1-His/biotin-(CUG)12 binding, 665/545 ratio; Q9NR56; 280,000 compounds, 0.036% hits; active means well fitted inhibition curve with a large enough effect in the signal ratio, with a control signal flat, not every such curve was filed as active; inconclusive means small, poorly fitted or top-dose-only effect, or effect the other way, or a change in a side signal; inactive means no such curve, though single readings can be large or run the other way; the % refers to the signal ratio; further: on the % scale 0 is the no-effect control and ±100 the full control effect
Target sequence (Q9NR56 whole entry, looked up): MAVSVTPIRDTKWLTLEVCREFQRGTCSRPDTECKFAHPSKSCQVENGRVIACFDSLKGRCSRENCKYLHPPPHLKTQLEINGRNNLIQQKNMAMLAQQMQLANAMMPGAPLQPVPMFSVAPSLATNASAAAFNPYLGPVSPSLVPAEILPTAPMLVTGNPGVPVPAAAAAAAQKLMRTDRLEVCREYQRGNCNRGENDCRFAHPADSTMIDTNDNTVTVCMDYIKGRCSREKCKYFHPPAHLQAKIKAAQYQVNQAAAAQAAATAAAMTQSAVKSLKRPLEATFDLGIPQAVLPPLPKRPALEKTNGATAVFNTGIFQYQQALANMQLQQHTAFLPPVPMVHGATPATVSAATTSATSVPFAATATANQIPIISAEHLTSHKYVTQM
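TR-FRET readout: Ex 340 nm, 665/545 nm emission ratio, normalized to buffer-only (basal) and MBNL1-(CUG)12 controls. Complex of MBNL1-His with Biotin-(CUG)12, compounds 92 nM–58 uM, incubated 60 min at room temperature.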
Gal4-VP16 FLuc = inhibits Gal4-VP16 luciferase reporter, ROR gamma counter-screen; Drosophila S2 Gal4-VP16 UAS-luciferase, luminescence, 20 h; Potency, µM (top dose mostly 53.6 µM), inactives show at the highest dose activity, negative = inhibition, actives largely listed as inhibitors; 310,000 compounds, 3.5% hits;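 further: Gal4-VP16 expression switched on by copper sulfate through the metallothionein promoter; on the % scale 0 is the no-effect control and ±100 the full control effect; nearly all actives have a fitted effect of over 50% in size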
uPA generation = cell surface uPA generation inhibition; cell surface uPA generation assay, qHTS; Potency, µM (series often up to 38.3 µM), inactives show top-dose activity change, negative = inhibition, actives largely listed as inhibitors; 330,000 compounds, 0.31% hits; active means well fitted inhibition curve with a large enough effect; inconclusive means small, poorly fitted or top-dose-only effect; inactive means no such curve, though single readings can be large or run the other way; tested in mouse RAW 264.7 cells; further: on the % scale 0 is the no-effect control and ±100 the full control effect; nearly all actives have a fitted effect of over 55% in size
CXXC DNA block = inhibitors of human MLL CXXC domain-DNA interaction; Potency, µM (doses to about 115 µM), for inactives: at the highest dose activity change, negative = inhibition, hits mostly inhibitors; MLL-CXXC / FITC-HOXA9 DNA fluorescence polarization; 290,000 compounds, 0.037% hits; Q03164; active means well fitted inhibition curve with a large enough effect in the polarisation, with a control signal flat, not every such curve was filed as active; inconclusive means small, poorly fitted or top-dose-only effect, or effect the other way, or a change in a side signal; inactive means no such curve, though single readings can be large or run the other way; the % refers to the polarisation
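Purified MLL-CXXC (added from a 7 uM solution) was preincubated 5 min at ambient with pinned compounds in 50 mM Tris-HCl pH 7.5, 50 mM NaCl, 1 mM DTT, 0.05% BSA. Fluorescein-labeled HOX-A9 DNA (50 nM solution) followed, 30 min, then polarization read.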
NPC1 promoter act = activates the NPC1 promoter | Huh7 NPC1 promoter luciferase reporter, 24 h | Potency, µM (top dose mostly 9.22 µM), for inactives: top-dose activation, most hits filed as activators | 320,000 compounds, 2.4% hits;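 further: % of control where 0% means no effect; nearly all actives have a fitted effect of over 60% in size; reporter is driven by a mutant NPC1 promoter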
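Stably transfected Huh7 (NPC1 promoter→luciferase), 1500 cells/well in Opti-MEM + 10% FBS, 2 h settle, then compound 24 h at 37 °C. Luminescence after 10 min with Amplite reagent.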
Numbers without * were called inactive; ? = inconclusive; / = not tested or not shown; & = joins results of further samples; [ ] = another dose, or the depositor's remark. Unless noted, the call rests on the fitted dose curve; in most records, active means well fitted curve in the direction sought with a large enough effect; inconclusive means small, poorly fitted or top-dose-only effect, or another doubt; inactive means no such curve, though single readings can be large; an effect the other way counts as inactive or inconclusive. Potency means the concentration at half of the fitted maximal effect. An excerpt; the hit share may differ from the screen's.

compound	ELG1 genotoxic	RORgamma inh	Rab9 prom act	BRCA1 expr up	p53 reactivator	FLuc counter	MBNL1 CUG block	Gal4-VP16 FLuc	uPA generation	CXXC DNA block	NPC1 promoter act
CC(C)C[C@H](NC(=O)c1[nH]cnc1C(=O)Nc1ccc(CNC(=O)OC(C)(C)C)cc1)C(=O)OC(C)(C)C	-17%	3.2µM*	-1%	-86%	2%	-3%	-8%	8.9µM*	?	-3%	-4%
O=c1c(C=NCCCn2ccnc2)c(-c2ccccc2)[nH]n1-c1nc2ccccc2s1	?	-18%	2%	-23%	?	17µM*	16%	-1%	-5%	40%[activator]	-4%
O=C(O)Cc1sc(-c2ccccc2)nc1-c1ccccc1	0%	31%	2%	2%	-2%	?	36%[activator]	-3%	-2%	-10%	2%
COc1cc2c(cc1OC)CN(C(=O)C1CCN(S(=O)(=O)c3ccccc3F)CC1)CC2	-1%	-4%	1%	-1%	5%	2%	-7%	2%	4%	-3%	1%
Cc1ccc(CNc2cc(-c3nn4c(C)nnc4s3)ccc2C)s1	?	-14%	0%	-47%	-7%	3%	10%	-4%	-7%	3%	-3%
O=c1c2ccccc2n2c(-c3ccc(F)cc3)nnc2n1Cc1ccccc1	0%	28%	-2%	-1%	3%	4%	/	-7%	-1%	4%	-2%
CC(NC(=O)COc1ccc([N+](=O)[O-])cc1)c1ccccc1 (stereo not drawn)	-5%	0%	1%	4%	10%	1%	13%	2%	-7%	4%	-1%
Cc1ccc(S(=O)(=O)NNC(=S)NC(=O)c2ccc([N+](=O)[O-])cc2)cc1	-1%	-44%[10 µM]	1%	23%	4%	-1%	/	?	11%	14%	0%
O=c1[nH]c(CSc2ncccn2)nc2c1cnn2-c1ccccc1	1%	?	6%	-14%	-10%	-14%	?	-14%	-2%	0%	6%
O=C(/C=C/NCC(=O)c1ccccc1)c1ccc(Br)cc1	4%	-2%	13%	0%	?	-17%	4%	21%	-2%	2%	9%
Cc1ccc(NC(=O)c2ncc(Cl)c(Cl)c2Cl)cc1C	?	-1%	2.8µM*	-7%	13%	-15%	1%	?	-1%	1%	-3%
O=C(COc1ccccc1)NCC(=O)N1CCCC1	2%	0%	-2%	11%	-1%	-1%	-1%	16%	-1%	5%	-5%
O=C(O)c1cccc(Oc2cccc(Cl)n2)c1	1%	18%	0%	35%	1%	-7%	-8%	-9%	2%	-3%	-1%
Cc1ccc(C(=O)Nc2cc(C(F)(F)F)ccc2-n2cncn2)o1	2%	/	-5%	-41%	-2%	5%	/	/	-23%	/	-2%
CN1C2CCC1CC(NS(=O)(=O)c1cccc(C(F)(F)F)c1)C2 (stereo not drawn)	-1%	0%	6%	-5%	30%	4%	1%	-1%	1%	0%	1%
CC(=O)N1C(=O)c2cccc3cccc(c23)C(=O)N1C(C)=O	4%	-31%	-2%	3%	0%	3%	?	-8%	-1%	11%	1%
CC(Cl)C(=O)c1ccc2c(c1)CCN2C(=O)C1CC1 (stereo not drawn)	-5%	?	?	3%	6%	?	5%	?	-7%	13%	-2%
O=S(=O)(NC1=NCCC1)c1cccs1	-2%	-26%	3%	8%	0%	2%	4%	-8%[0.365 µM]	9%	-2%	2%
O=C(Nc1cccc(Cl)c1)c1cc(S(=O)(=O)NCCc2ccc(Cl)cc2)ccc1F	-2%	?	0%	-98%[inhibitor]	-4%	-2%	-7%	10µM*	-7%	-1%	-1%
Cc1ccc(N2CCN(/N=C/c3cccnc3)CC2)cc1	-8%	22%	-4%	-7%	-4%	-1%	4%	5%	-4%	11%	1%
Cc1noc(C)c1COC(=O)[C@@H](NC(=O)c1ccccc1Cl)C(C)C	-1%	14%	0%	-7%	-1%	0%	-2%	16%	1%	7%	-4%
COc1ccccc1NC(=O)c1cc(S(=O)(=O)N2CCCCCC2)ccc1F	-5%	1%	-8%	7%	-4%	-3%	-1%	-5%	-1%	6%	-3%
CC1CCCC(NC(=O)CCCn2c(=O)[nH]c3cc(Cl)ccc3c2=O)C1C (stereo not drawn)	-7%	-14%	-4%	-13%	-2%	2%	-3%	-12%	-3%	16%	1%
CCOC(=O)N1CCN(C(=O)c2ccc(N3CCCC3=O)cc2)CC1	-3%	18%	4%	-32%	-1%	7%	-3%	1%	1%	5%	-5%

Records above that bear a hit mark in RORgamma inh.
structure	RORgamma inh	Rab9 prom act	BRCA1 expr up	p53 reactivator	uPA generation	CXXC DNA block	NPC1 promoter act
CC(C)C[C@H](NC(=O)c1[nH]cnc1C(=O)Nc1ccc(CNC(=O)OC(C)(C)C)cc1)C(=O)OC(C)(C)C	3.2µM*	-1%	-86%	2%	?	-3%	-4%

Additional entries.
compound	ELG1 genotoxic	RORgamma inh	Rab9 prom act	BRCA1 expr up	p53 reactivator	FLuc counter	MBNL1 CUG block	Gal4-VP16 FLuc	uPA generation	CXXC DNA block	NPC1 promoter act
COc1ccccc1OCC(=O)Nc1ccccc1C(=O)NCc1ccco1	-8%	?	-2%	2%	-6%	-4%	24%	18%	2%	-6%	0%
Cc1c(C(=O)N2CCN(S(=O)(=O)c3cc(F)ccc3F)CC2)oc2ccccc12	-3%	/	-4%	-23%	-2%	/	/	/	-12%	/	0%
Cn1cnnc1SCC(=O)NC1CCCCC1	-6%	-3%	-1%	30%	-2%	5%	0%	-1%	1%	-6%	-6%
COC(=O)c1sc(NC(=O)COc2cccnc2[N+](=O)[O-])c(C(=O)OC)c1C	-2%	/	-6%	-10%	7%	0%	/	/	?	/	-1%
N#Cc1cc([N+](=O)[O-])cnc1Nc1ccccc1	3%	41%	8%	-3%	-6%	0%	?	21%	-13%	12%	0%
CN(Cc1nccs1)C(=O)C1CCC(=O)N(CCCc2ccccc2)C1 (stereo not drawn)	1%	-6%	-5%	4%	/	2%	-7%	2%	-3%	1%	-2%
CC(=O)Nc1ccc(S(=O)(=O)NC2Cc3ccccc3C2)cc1	-4%	38%	1%	-13%	-3%	2%	-4%	4%	-5%	-10%	-1%
O=C(NCc1ccc(F)cc1)N1CCN(S(=O)(=O)c2ccccc2F)CC1	-3%	2%	-1%	0%	1%	-2%	-5%	-3%	4%	10%	2%
CC1(C)[C@@H](O)CC[C@]2(C)[C@H]3C(=O)C=C4[C@@H]5C[C@@](C)(C(=O)O)CC[C@]5(C)CC[C@@]4(C)[C@]3(C)CC[C@@H]12	1%	6%&-16%	1%	-1%	-2%	?	1%	-11%&-3%	0%	5%	-3%
COc1ccc(Br)cc1C(=O)NC(=S)Nc1ccc(CN2CCOCC2)cc1	-12%	?	-1%	-13%	-5%	-12%	-6%	?	-5%	5%	-6%
COc1ccc(CNS(=O)(=O)c2ccc3c(c2)N(C(C)=O)CCO3)cc1	-6%	10%	-3%	-5%	2%	-1%	6%	13%	4%	7%	-1%
Cc1ccc(S(=O)(=O)NNC(=O)c2cccc(O)c2)cc1	0%	20%	-12%	1%	-1%	-1%	8%	-12%	3%	2%	-2%
COc1ccc(C(=O)NCCc2cc3ccc(C)c(C)c3[nH]c2=O)cc1OC	-7%	2%	6%	11%	-1%	1%	2%	-12%	19%	5%	-4%
C/C(=C\C(=O)c1ccc(Cl)cc1Cl)N(C)C	-6%	16µM*	-4%	0%	-2%	-14%	-4%	?	-3%	10%	0%
O=C(O)CCc1ccc(-c2cccs2)n1NC(=O)c1ccco1	1%	15%	-3%	4%	-2%	-2%	4%	4%	4%	6%	0%

2 entries picked at random from the list so far, as already listed:
compound	ELG1 genotoxic	RORgamma inh	Rab9 prom act	BRCA1 expr up	p53 reactivator	FLuc counter	MBNL1 CUG block	Gal4-VP16 FLuc	uPA generation	CXXC DNA block	NPC1 promoter act
Cc1c(C(=O)N2CCN(S(=O)(=O)c3cc(F)ccc3F)CC2)oc2ccccc12	-3%	/	-4%	-23%	-2%	/	/	/	-12%	/	0%
O=C(O)CCc1ccc(-c2cccs2)n1NC(=O)c1ccco1	1%	15%	-3%	4%	-2%	-2%	4%	4%	4%	6%	0%
